Assay outcomes from PubChem BioAssay.
SW480 rerep: inducers of DNA re-replication in SW480 colon cancer cells; SW480 DNA re-replication, Hoechst DNA content imaging, 48 h; Potency, µM (top dose mostly 46.1 µM), for the others: at the highest dose re-replication activation, actives largely listed as activators; actives 1.8% (n = 340,000); further: potency means the concentration at half of the fitted maximal effect; % of control where 0% means no effect; nearly all actives have a fitted effect of over 55% in size
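SW480 cells exposed to compounds for 48 hr at 37 C, 5% CO2, then Hoechst-stained 40 min. Nuclear DNA content imaged by fluorescence scanning (405 nm excitation, 500-530 nm emission); re-replication scored as increased high-intensity nuclei.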
IL1B secr inh: inflammasome signaling inhibition, IL-1 beta readout; activity change, % at 57.5 µM; THP-1 LPS/ATP IL-1B secretion, AlphaLISA, 16 h; hits give low values; actives 4.7% (n = 360,000); in the data active means activity change below about -50%; inconclusive means mostly about -30% to -49%; further: on the % scale 0 is the no-effect control and ±100 the full control effect
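Secreted IL-1B measured by AlphaLISA bead assay after 16 h compound exposure of THP-1 cells; compounds (final up to 57.5 uM) added 1 h before LPS (250 ng/mL) and ATP (1.25 mM) stimulation; lower signal means less secretion.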
MCF10A rereplic: induces DNA re-replication in MCF 10a normal breast cells; MCF 10A DNA re-replication, Hoechst nuclear intensity, 48 h; Potency, µM (highest dose often 46.1 µM), inactives show top-dose activity, positive = re-replication, hits mostly activators; actives 2.9% (n = 350,000); further: potency means the concentration at half of the fitted maximal effect; % of control where 0% means no effect; nearly all actives have a fitted effect of over 50% in size
HT1080-NT tox: kills 2HG-producing HT-1080-NT fibrosarcoma cells; actives 1.6% (n = 360,000); HT-1080-NT fibrosarcoma viability, CellTiter-Glo ATP luminescence, 48 h; Potency, µM (doses to about 46.1 µM), inactives show at the top dose activity, negative = less viability, usual class: cytotoxic;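 further: NT is the 2HG producing partner of a matched IDH1 knockdown line; potency means the concentration at half of the fitted maximal effect; 0% = DMSO-treated cells and -100% = media-only wells without cells; nearly all actives have a fitted effect of over 55% in size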
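Compounds were tested in concentration-response format on HT-1080-NT cells for 48 hours at 37 degrees C. Cell viability came from CellTiter-Glo luminescence; curves were classified by r2, response magnitude and activity.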
ATXN viability: reduces viability in counter-screen for ATXN expression inhibitors | S2 cells (HEK-293 line with an ATXN2-luciferase reporter) viability, CellTiter-Fluor protease fluorescence, 24 h | Potency, µM (top dose mostly 56.7 µM), actives largely listed as cytotoxic | actives 0.49% (n = 400,000) | AID 651635; further: potency means the concentration at half of the fitted maximal effect; nearly all actives have a fitted effect of over 40% in size
HT1080 IDH1KD tx: toxicity to HT-1080 IDH1 knockdown cells (counter line); HT-1080 IDH1 knockdown viability, ATP luminescence, 48 h; Potency, µM (series often up to 46.1 µM), for the others: at the highest dose activity, negative = toxicity, hits mostly cytotoxic; actives 2% (n = 360,000);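 further: potency means the concentration at half of the fitted maximal effect; 0% = DMSO wells and -100% = cell-free medium wells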
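Viability of IDH1-knockdown HT-1080 fibrosarcoma cells was assessed by CellTiter-Glo after 48 h at 37 °C with titrated compound; concentration-effect curves were classified by fit quality and response size.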
HepG2 tox: counter-screen for TGF-b inhibitors: cytotoxicity in HepG2 cells; actives 0.76% (n = 410,000); HepG2 CAGA-GFP viability, ATP luminescence, 18 h; AID 588856; Potency, µM (top dose mostly 46.1 µM), without a hit: at the highest dose activity change, negative = cytotoxicity, hits mostly cytotoxic; further: potency means the concentration at half of the fitted maximal effect; some results filed as inactive show a strong effect at the top dose
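HepG2 CAGA-GFP cells (1000/well, DMEM with 1% FBS) received compound, then TGF-beta at 500 pg/mL final, and were incubated 18 hours at 37 degrees C. Viability was read by CellTiter-Glo luminescence. Media-only wells were set as complete cell-killing and DMSO as no toxicity.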
ATXN2 expr inh: inhibitors of ATXN2 expression; HEK-293 ATXN2-luciferase reporter, luminescence, 24 h; Potency, µM (top dose mostly 57 µM), for inactives: at the top dose activity change, negative = inhibition, most hits filed as inhibitors; actives 0.72% (n = 360,000); further: potency means the concentration at half of the fitted maximal effect; on the % scale 0 is the no-effect control and ±100 the full control effect; nearly all actives have a fitted effect of over 55% in size
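ATXN2-luciferase reporter cells (luciferase flanked by upstream and downstream ATXN2 gene portions) were treated 24 h at 37 °C with compounds at up to 57 uM. SteadyGlo luminescence gave expression; GF-AFC fluorescence gave viability.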
KB-3-1 tox: KB-3-1 parental cell cytotoxicity; actives 1.4% (n = 400,000); KB-3-1 viability, CellTiter-Glo ATP luminescence, 72 h; Potency, µM (doses to about 46.1 µM), for inactives: at the highest dose activity change, negative = cytotoxic, actives largely listed as cytotoxic; further: potency means the concentration at half of the fitted maximal effect; on the % scale 0 is the no-effect control and ±100 the full control effect; nearly all actives have a fitted effect of over 60% in size
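Using CellTiter-Glo luminescence, growth of non-resistant KB-3-1 adenocarcinoma cells is assessed 72 h after pin-tool compound addition at 37 °C. Normalized responses across the concentration series yield fitted curves.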
Numbers without * were called inactive; i = inactive; ? = inconclusive; . = not tested or not shown; & = joins results of further samples; [ ] = another dose, or the depositor's remark. Unless noted, the call rests on the fitted dose curve; in most records, active means well fitted curve in the direction sought with a large enough effect; inconclusive means small, poorly fitted or top-dose-only effect, or another doubt; inactive means no such curve, though single readings can be large; an effect the other way counts as inactive or inconclusive.

Preview:
canonical_smiles	SW480 rerep	IL1B secr inh	MCF10A rereplic	HT1080-NT tox	ATXN viability	HT1080 IDH1KD tx	HepG2 tox	ATXN2 expr inh	KB-3-1 tox
COc1ccc(NC(=O)Nc2cccc3c2O[C@H](CN(C)C(=O)Nc2ccc(C(F)(F)F)cc2)[C@@H](C)CN([C@H](C)CO)C3=O)cc1	9.4%	-16.7	5.9%	-15.9%	?	-18.8%	-4.8%	0.0%	-4.5%
O=C(N/N=C\c1ccc([N+](=O)[O-])s1)c1cncc(Br)c1	5.8µM*	-58.2*	7.31µM*	?	28.2µM*	6.51µM*	3.55µM*	10µM*	5.8µM*

The list itself, previewed entries included:
canonical_smiles	SW480 rerep	IL1B secr inh	MCF10A rereplic	HT1080-NT tox	ATXN viability	HT1080 IDH1KD tx	HepG2 tox	ATXN2 expr inh	KB-3-1 tox
COc1ccc(NC(=O)Nc2cccc3c2O[C@H](CN(C)C(=O)Nc2ccc(C(F)(F)F)cc2)[C@@H](C)CN([C@H](C)CO)C3=O)cc1	9.4%	-16.7	5.9%	-15.9%	?	-18.8%	-4.8%	0.0%	-4.5%
O=C(N/N=C\c1ccc([N+](=O)[O-])s1)c1cncc(Br)c1	5.8µM*	-58.2*	7.31µM*	?	28.2µM*	6.51µM*	3.55µM*	10µM*	5.8µM*
CC(C)CCNC(=O)c1cn(CC(C)C)c(=O)c2c1c1ccccc1n2C	-21.2%	4.0	-2.3%	13.8%	i	-1.8%	-4.6%	.	3.4%
CCc1ccc([C@@H]2CC=C(C(=O)O)[C@H](c3cccc(Cl)c3)N2S(=O)(=O)c2ccc(C)cc2)cc1	-9.5%	26.0	27.8%	-2.2%	i	-0.7%	-41.5%	-12.7%	0.8%
N#CCC(=O)N/N=C/c1coc2ccccc2c1=O	1.2%	7.6	-3.4%	?	i	-22.8%	-17.4%	2.7%	7.4%
O=c1c2c(-c3cccs3)csc2ncn1-c1ccc(Br)cc1	-3.1%	-20.1	7.5%	-5.1%	i	0.1%[9.24 µM]	0.4%	-4.1%	-4.5%
CCCOC(=O)c1c(N)sc(C(=O)OCC)c1C	-11.5%	-15.4	?	-11.5%	i	-5.2%	-0.3%	14.5%	-3.8%
O=C1S/C(=C/c2ccccc2F)C(=O)N1CCN=C1NS(=O)(=O)c2ccccc21	3.2%	-97.4*	10.8%	-2.9%	i	-8.0%	-10.0%	0.8%	1.3%
Clc1ccccc1CNCCCSc1nnnn1-c1ccccc1	.	.	.	.	i	.	-30.5%	-4.9%	5.1%
CC(=O)Oc1c(Cl)cc(Cl)cc1/C=C/c1ccc2ccccc2n1	?	-65.9*	?	-3.5%[9.24 µM]	.	?	-89.8%	-6.1%	?
C[C@@H]1COC(=O)[C@H](NC(=O)OCC2c3ccccc3-c3ccccc32)C/C=C\C[C@@H](CC(=O)N[C@@H](CO)Cc2ccccc2)C(=O)N1	-7.1%	20.1	-3.3%	0.0%	?	0.5%	5.8%	6.1%	3.4%
Cc1ccnc(NC(=O)c2cnc(Cl)c(Cl)c2)c1	-9.6%	-5.3	20.4%	7.1%	i	2.4%	-12.1%	25.1%	?
CC(C)(C)c1ccc(OCc2ccc(C(=O)N3CCOCC3)o2)cc1	?	35.7	8.6%	?	i	?	-21.2%	22.9%[11.3 µM]	-20.3%
Cc1ccc(SCc2c(C(=O)N/N=C/c3ccncc3)nnn2-c2nonc2N)cc1	-3.5%	22.8	4.6%	8.4%	i	13.7%	4.5%	-3.0%	5.9%
CN(C)C(=S)Nc1ccc(N2CCOCC2)cc1	-8.1%	0.7	-1.1%	1.0%	i	-7.8%	-2.7%	4.6%	-2.2%
O=C(O)c1cc(=S)nc[nH]1	-1.8%	8.1	3.6%	20.0%	i	15.2%	-1.0%	0.1%	3.6%
CCN1/C(=C\c2ccc3cc(C)ccc3[n+]2CC)Sc2cc(C)c(C)cc21	1.5%	-59.5*	?	16.4µM*	?	.	-69.8%	?	?
CC/C=C/C(=O)N1CC2(CC(c3cccc(NC(=O)CC(c4ccccc4)c4ccccc4)c3)=NO2)C[C@@H]1C(N)=O (some centres not stated)	1.0%	?	?	-28.8%	i	-20.8%	-0.1%	-38.9%	-16.4%
Cc1ccc(OCC(=O)Nc2sc3c(c2C(N)=O)CCCC3)c(C(C)(C)C)c1	.	.	.	.	i	.	-4.2%	2.6%	-1.8%
COc1cc(C2CC(=O)c3cnc(NC(=O)COc4ccccc4)nc3C2)cc(OC)c1OC (configuration not stated)	-3.2%	34.7	3.0%	10.7%[9.24 µM]	i	2.4%	0.0%	8.8%	11.1%

canonical_smiles	SW480 rerep	IL1B secr inh	MCF10A rereplic	HT1080-NT tox	ATXN viability	HT1080 IDH1KD tx	HepG2 tox	ATXN2 expr inh	KB-3-1 tox
CN(C)c1ccc(C(=O)N/N=C/c2cc(Br)cc(Br)c2O)cc1	-135.4%[inhibitor]	105.4	2.2%	?	i	?	-31.7%	3.55µM*	?
Cc1cccc(CSc2nc3sc(C)c(C)c3c(=O)n2Cc2ccco2)c1	-11.1%	?	-2.3%	4.1%	.	0.4%	4.6%	.	-4.6%
CC(=O)c1cccc(NC(=O)C=C(C)C)c1	1.1%	-6.1	-3.5%	14.1%	i	0.0%	-12.8%	7.6%	13.4%
Cc1ccc(C2NC(=O)NC(O)(C(F)(F)F)C2C(=O)c2cccs2)o1 (configuration not stated)	-1.5%	-8.1	-19.7%	1.9%	i	?	-3.9%	4.9%	2.5%
COc1ccccc1Nc1nn2c(=O)c3ccc(C(=O)N4CCC(C)CC4)cc3nc2s1	24.9%	-4.9	?	-12.4%	i	-22.2%	-18.1%&-10.8%	-28.5%&-5.8%	-9.2%&-0.2%
Fc1cc(F)cc(-c2c(-c3ccccc3)ncc3ccc(F)cc23)c1	-4.6%	39.3	?	2.0%	i	12.2%	-19.2%	6.4%	?
COc1ccc(CC(=O)NNC(=O)c2cc(C)oc2C)cc1OC	2.5%	1.3	-0.8%	-0.6%	i	1.9%	0.0%	-1.0%	14.9%
Cc1ccc2nc(-c3ccc(NC(=S)NCC(C)(C)CN(C)C)cc3)sc2c1	?	0.0	18.4µM*	0.1%	?	9.1%	-24.9%	.	-17.2%
O=C(/C=C/c1ccco1)Nc1ccc(CN2CCOCC2)cc1	22.4%	-7.4	4.1%	-1.1%	i	4.6%	-9.6%	.	1.8%
Cc1ccc(Cc2c(-c3ccc(Br)cc3)nc3cc(C)ccn23)cc1	.	-7.6	.	20.4%	?	16.5%	1.4%	54.0%[activator]	?
Cc1cc(C(=O)N2CCC(C(=O)O)CC2)c(C)o1	-12.1%	15.2	-6.7%	1.1%	i	1.7%	6.3%	-6.0%	4.8%
COc1cc2c(cc1OC)-c1cc(N3CCCc4ccccc43)nc(=O)n1CC2	21.7%	-11.2	17.8%	-21.0%	i	21.4%[9.24 µM]	-2.7%	5.9%	5.9%
CCCc1cc(N2CCN(c3ccc(OC)cc3)CC2)n2cnnc2n1	.	.	.	.	i	.	-21.5%	-28.4%	?
CCCCN1C(=N)N([C@@H](CCC)CN2CCC[C@H]2CN2C(N)=NC[C@@H]2Cc2ccccc2)C[C@H]1[C@H](C)CC	-13.6%	-4.7	12.6%	4.7%	i	-8.2%	-1.6%	-3.4%	0.0%
CCCCCN(C(=O)COC(=O)c1ccc(C)cc1)c1c(N)n(CCCC)c(=O)[nH]c1=O	71.5%	?	?	-0.7%	i	-1.7%	-3.3%	-3.4%	-4.8%
CN(CC(=O)Nc1ccc(F)c(F)c1F)C(=O)CCCc1nc2ccccc2c(=O)[nH]1	-0.5%	18.9	1.9%	-5.1%	i	-5.5%	-27.7%	.	1.3%
COc1ccc(Cl)cc1C(=O)C1CCCN(Cc2cnc(N3CCOCC3)s2)C1 (configuration not stated)	-6.1%	0.6	?	-0.2%	?	-13.7%	-2.3%	-35.3%	-5.9%
Cn1c(=O)c(C#N)c(-c2ccccc2)n2cnnc12	1.8%	9.8	?	3.0%	i	-5.4%	-1.3%	15.9%	6.8%
Cc1cccc(-n2c(C)cc(/C=C3\NC(=O)NC3=O)c2C)c1	?	.	16.4µM*	?	?	?	-3.5%	0.3%	-3.9%
CC(=O)c1ccc(NC(=S)Nc2cccc(S(=O)(=O)Nc3c(C)n(C)n(-c4ccccc4)c3=O)c2)cc1	-1.5%	-8.0	4.9%	0.5%	i	9.7%	-20.3%	-7.6%	13.6%

canonical_smiles	SW480 rerep	IL1B secr inh	MCF10A rereplic	HT1080-NT tox	ATXN viability	HT1080 IDH1KD tx	HepG2 tox	ATXN2 expr inh	KB-3-1 tox
Cc1ccc(NC(=O)Cn2nnc3sc(-c4ccccc4)cc3c2=O)cc1Cl	.	.	.	.	i	.	2.5%	4.0%	7.9%
CC(OC(=O)c1cc2ccccc2cc1O)C(=O)Nc1ccc(S(N)(=O)=O)cc1 (configuration not stated)	-6.7%	0.0	3.4%	-8.6%	i	-1.6%	-14.2%	.	25.3%
COc1cc2oc(-c3ccc(O)cc3)cc(=O)c2c(OC)c1O	-2.0%	?	2.1%	-1.8%	i	-13.3%	5.3%	.	5.1%
Cc1ccccc1-c1nc(CS(=O)(=O)CC(=O)NC2CCCCC2C)c(C)o1 (configuration not stated)	-23.7%	-5.2	16.2%	-11.1%	i	-14.8%	-17.8%	-11.1%	-3.5%
COc1ccc(NC(=O)NCCCN2CCc3ccccc3C2)cc1	-4.3%	-11.6	4.9%	-9.0%	i	-1.2%	-1.0%	3.2%	32.8%
COc1ccccc1N1CCN(C(CNS(=O)(=O)c2cc(F)ccc2F)c2cccnc2)CC1 (configuration not stated)	4.7%&-11.7%	21.7	-17.4%&20.7%	6.4%	i	1.6%	3.0%	1.4%	8.2%
CN(C)C(=O)c1ccc(NC(=O)c2ccccc2Sc2ccccc2C#N)cc1	-2.4%	-4.7	0.6%	-5.5%	i	3.4%	-0.1%	-11.8%	-0.6%
CC(C)CCCC(C)CCOC(=O)CN1CCCC1 (configuration not stated)	0.9%	21.0	8.2%	12.8%	i	23.1%	18.5%	0.3%	8.6%
